GLP1R ag: agonists of human GLP-1 receptor; AID 624172; P43220; HEK293 GLP-1R CRE-luciferase, luminescence, 4-6 h; cells express a hypersensitive GLP-1R form; Potency, µM (highest dose often 45.6 µM), without a hit: at the top dose activation, most hits filed as activators; 380,000 tested, 0.007% active; note: potency is the fitted concentration of half-maximal effect; % of control where 0% means no effect
GLP1R cytotox: cytotoxic in the GLP-1 receptor inverse agonist counter-screen. AID 624418. 410,000 tested, 0.13% active. HEK293 cAMP-luciferase reporter cells, luminescence, 24 h. Potency, µM (top dose mostly 38.3 µM), without a hit: top-dose activity change, negative = inhibition, actives largely listed as inhibitors;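 note: loss of luciferase light is scored as toxicity; potency is the fitted concentration of half-maximal effect; % is set by controls: 0 for no effect and ±100 for the full control effect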
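MLSMR compounds, 24 hr on cells at 37 deg C/5% CO2; luminescence after luciferase reagent (12 min RT). Inhibition counted as the undesired cytotoxic outcome.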
DRD3 antagonist: blocks the human D3 dopamine receptor; D3R cells, DiscoveRx beta-arrestin luminescence, antagonist mode; active compounds read low; max response, negative = inhibition, %; 360,000 tested, 2.5% active; in the data active = max response below about -50%; inconclusive = no clear call, values can overlap the other calls; note: % is set by controls: 0 for no effect and ±100 for the full control effect; mostly tested at two doses, the higher about 12 µM
Target sequence (P35462 whole entry, looked up): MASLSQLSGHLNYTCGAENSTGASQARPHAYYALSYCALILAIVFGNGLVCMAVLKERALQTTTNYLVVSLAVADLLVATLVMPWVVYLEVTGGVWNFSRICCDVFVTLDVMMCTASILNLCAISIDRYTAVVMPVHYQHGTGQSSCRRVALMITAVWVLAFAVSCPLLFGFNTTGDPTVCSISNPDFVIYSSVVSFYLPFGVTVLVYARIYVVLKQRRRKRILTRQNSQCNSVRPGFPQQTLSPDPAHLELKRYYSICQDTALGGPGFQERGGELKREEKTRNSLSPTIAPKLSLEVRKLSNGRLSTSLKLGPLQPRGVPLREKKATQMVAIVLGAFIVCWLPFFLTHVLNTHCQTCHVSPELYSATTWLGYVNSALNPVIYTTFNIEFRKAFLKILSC
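Cells expressing the human receptor were seeded at 1500 cells/well, incubated overnight at 37 degrees C in 5% CO2, then exposed to library compounds with dopamine controls for 90 minutes at 37 degrees C before luminescent detection.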
TDP43 rescue: TDP-43 toxicity inhibition in yeast | TDP-43 expressing yeast growth rescue, BacTiter-Glo, 24 h | Potency, µM (titrated, usually from 46.1 µM), without a hit: at the highest dose growth rescue (activation), usual class: activators | 410,000 tested, 1.8% active; note: potency is the fitted concentration of half-maximal effect; % of control where 0% means no effect; nearly all actives have a fitted effect of over 50% in size
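Yeast expressing TDP-43 (pregrown in raffinose, seeded at OD600=0.02 in galactose medium) exposed to compounds 24 hr at 30 deg C. Growth read by BacTiter-Glo luminescence; rescue of toxicity appears as increased signal.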
GLP1R inv ag: GLP-1 receptor (human) inverse agonism; P43220; 410,000 tested, 1.6% active; AID 624417; HEK293 GLP-1R CRE-luciferase, luminescence, 24 h; GLP-1R form is constitutively active; Potency, µM (highest dose often 38.3 µM), for the others: at the highest dose activity change, negative = inhibition, most hits filed as inhibitors; note: potency is the fitted concentration of half-maximal effect; % is set by controls: 0 for no effect and ±100 for the full control effect; nearly all actives have a fitted effect of over 55% in size
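Assay principle: reduced luminescence from a cAMP-responsive reporter in HEK293 cells co-expressing a constitutively active GLP-1R. Conditions: 24 hr compound incubation, 37 deg C, 5% CO2.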
aSyn rescue: alpha-synuclein toxicity inhibition in yeast; Yeast expressing alpha-synuclein, growth rescue, BacTiter-Glo, 24 h; Potency, µM (top dose mostly 46.1 µM), for inactives: at the top dose growth rescue (activation), hits mostly activators; 370,000 tested, 0.14% active; AID 652106; note: potency is the fitted concentration of half-maximal effect; % of control where 0% means no effect; nearly all actives have a fitted effect of over 65% in size
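Screening used galactose-induced yeast with toxic alpha-synuclein levels, exposed to compound for 24 hr at 30 deg C. Cell growth, read with BacTiter-Glo luminescence, gave the measured signal.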
KB-V1 MDR tox: kills drug-selected multidrug resistant KB-V1 cells; KB-V1 MDR cells viability, CellTiter-Glo, 72 h; 400,000 tested, 3.4% active; AID 1347076; Potency, µM (highest dose often 46.1 µM), without a hit: at the highest dose activity change, negative = cytotoxicity, hits mostly cytotoxic; note: potency is the fitted concentration of half-maximal effect; % is set by controls: 0 for no effect and ±100 for the full control effect; nearly all actives have a fitted effect of over 60% in size
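KB-V1 MDR subline cells in DMEM (phenol-red free, 10% FBS) exposed to compounds in qHTS concentration series for 72 h at 37 degrees C. Viability read by CellTiter-Glo luminescence; concentration-effect curves fitted after normalization and correction.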
PTHR1 ag: activates the human parathyroid hormone receptor PTHR1 | Q03431 | Potency, µM (series often up to 115 µM), inactives show at the highest dose activation, usual class: activators | 410,000 tested, 0.075% active | HEK293 GP2 PTHR1 cells, GloSensor cAMP luminescence, 1 h; note: potency is the fitted concentration of half-maximal effect; nearly all actives have a fitted effect of over 55% in size; some results filed as inactive show a strong effect at the top dose; inactives centre near -15; many of its hits are not listed in these tables
Target sequence (Q03431 whole entry, looked up): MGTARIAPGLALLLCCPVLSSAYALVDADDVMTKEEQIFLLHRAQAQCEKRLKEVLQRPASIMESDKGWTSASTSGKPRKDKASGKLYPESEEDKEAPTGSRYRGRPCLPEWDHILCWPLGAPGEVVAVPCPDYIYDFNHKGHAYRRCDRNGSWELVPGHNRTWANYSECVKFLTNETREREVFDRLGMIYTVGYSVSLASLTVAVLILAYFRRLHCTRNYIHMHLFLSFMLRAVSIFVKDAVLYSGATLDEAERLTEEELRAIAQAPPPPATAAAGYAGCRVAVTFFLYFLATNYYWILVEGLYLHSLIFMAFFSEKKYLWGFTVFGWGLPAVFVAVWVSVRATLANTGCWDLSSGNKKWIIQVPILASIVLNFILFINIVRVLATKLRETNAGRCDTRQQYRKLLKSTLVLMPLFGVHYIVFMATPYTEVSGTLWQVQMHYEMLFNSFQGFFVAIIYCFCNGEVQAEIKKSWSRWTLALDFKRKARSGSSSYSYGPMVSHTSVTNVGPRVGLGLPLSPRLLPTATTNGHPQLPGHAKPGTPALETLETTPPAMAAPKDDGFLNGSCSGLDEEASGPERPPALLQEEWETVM
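HEK-293-derived GP2 cells expressing PTHR1 and a GloSensor cAMP reporter, 3,000/well, plated overnight, given luciferin plus IBMX (each 0.5 mM as added) for 1 h at 37 °C, then compound for 1 h at 37 °C. Luminescence was read after 15 min at room temperature.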
DRD3 agonist: activates the human D3 dopamine receptor. P35462. D3R DiscoveRx beta-arrestin cells, luminescence, 90 min. max activation, %. 410,000 tested, 0.58% active. AID 652048; in the data active = max activation above about 30%; note: 0% is about no effect; mostly tested at two doses, the higher about 12 µM
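Agonist mode: compounds and dopamine controls were applied to plated cells for 90 min at 37 degrees C after an overnight attachment at 1500 cells/well. Luminescent read-out followed 30 - 60 minutes at room temperature with DiscoveRx detection reagent.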
* hit, by the source's call; i = inactive; ? = inconclusive; · = no result given; & = joins results of further samples; ! = repeats disagree; [ ] = another dose, or the depositor's remark. Unless noted, calls come from the whole dose curve; as a rule, active = well fitted curve in the direction sought with a large enough effect; inconclusive = small, poorly fitted or top-dose-only effect, or another doubt; inactive = no such curve, though single readings can be large; an effect the other way counts as inactive or inconclusive. The list is partial; count on the stated rates, not on these rows.

molecule	GLP1R ag	GLP1R cytotox	DRD3 antagonist	TDP43 rescue	GLP1R inv ag	aSyn rescue	KB-V1 MDR tox	PTHR1 ag	DRD3 agonist
O=C(COC(=O)C1CC(=O)N(Cc2ccccc2)C1)Nc1ccc2c(c1)OCO2 (stereo unspecified)	-5.3%	2.0%	-24.3	12.2%	0.0%	0.4%	11.3%	-14.0%	-1.7
CC(C)n1cc(-c2nc(C(=O)NN)cs2)c(=O)n(Cc2ccccc2)c1=O	-7.9%	2.2%	-3.9	17.4%	4.6%	-0.8%	-2.7%	i	1.9
O=C(COc1ccccc1)NCc1nnc(SCC(=O)Nc2nccs2)n1-c1ccccc1	14.5%	-2.5%	-14.3	24.5%	-3.9%	-5.6%	27.7%	-5.7%	-2.0
Cc1cc(C)n(-c2ccc(C(=O)OCC(=O)Nc3ccc(Cl)c(S(=O)(=O)N(C)C)c3)cc2)n1	-4.9%	3.6%	0.2	-3.5%	3.7%	11.9%	2.8%	i	-23.2
O=C(Nc1ccc2c(c1)CCC2)c1cc(=O)[nH]c2ccccc12	13.8%	-3.4%	-7.7	4.4%	11.7%	-4.5%	2.4%	-6.4%	1.4
N#CCCN1CCN(C(=S)c2ccc(-c3cccc(Cl)c3)o2)CC1	25.1%	-23.7%	-17.7	?	?	1.1%	?	-7.6%[57.5 µM]	-11.9
CC(=O)Nc1ccc(NC(C)=C(C#N)C#N)cc1	-0.6%	3.3%	1.2	0.0%	8.4%	0.6%	20.8%	i	2.1
CCCCC[C@@H](C)N1C[C@H](COCc2ccccc2)Oc2cc(N3CCC[C@@H]3CO)ccc2S1(=O)=O	-0.3%	-14.0%	17.0	15.7%	11.2µM*	7.1%	-4.7%	-39.5%[inhibitor]	13.8
CC(C)C[C@H](NC(=O)c1nc[nH]c1C(=O)NCCCCCNC(=O)OC(C)(C)C)C(=O)OCc1ccccc1	-0.7%	5.0%	71.6	5.8%	19.9%	-4.5%	?	-5.8%	28.7
CCOC(=O)C(C(C)C)C(N)Cc1ccc(F)cc1 (stereo unspecified)	1.2%	2.6%	-28.6	-25.9%	-15.9%	-3.9%	7.6%	i	-10.9
Cc1nn(C)c(C)c1CN(C)C(=O)C1(C)CC1(Br)Br (stereo unspecified)	-0.9%	23.9%	1.7	?	20.8%	8.2%	?	-0.3%	7.0
Cc1ccc(C(=O)N2CCN(c3ccccc3)CC2)cc1S(=O)(=O)N1CCOCC1	0.6%	-0.8%	5.9	-20.4%	12.0%	-0.5%	?	-27.0%	-0.9
O=C(OCC(=O)N1CCN(C(=O)c2ccco2)CC1)c1ccccc1C(=O)c1ccccc1	-1.0%	-15.1%	41.2	9.7%	-1.6%	1.5%	6.3%	i	8.5
C=CCN1C(=O)CSc2ccc(C(=O)NCc3ccc(F)cc3)cc21	5.6%	2.2%	8.0	5.2%	-17.6%	-0.1%	3.1%	-28.7%	-15.0
COc1ccc(C(=O)NCC(=O)OCC(=O)N2CCCc3ccccc32)cc1	3.4%	13.5%	1.9	13.9%	2.0%	8.3%	-0.6%	i	-1.0
COc1cccc(S(=O)(=O)Nc2ccc3c(c2)C(=O)N(C)C[C@H](OC)[C@H](C)CN(Cc2ccccc2F)[C@@H](C)CO3)c1	·	-23.5%	2.8	23.1%	?	2.8%	14.6µM*	-20.3%	1.3
CC(=O)N1c2ccc(S(=O)(=O)NCC3CCC(C(=O)N4CCC(C)CC4)CC3)cc2CC1C (stereo unspecified)	11.3%	-7.3%	17.0	-18.0%	3.7%	12.0%	0.0%	-19.8%	-2.1
O=S(=O)(Nc1nc2ccccc2nc1Cl)c1ccc(F)cc1	-2.2%	2.3%	10.1	6.6%	-29.9%	-2.8%	-10.1%	-28.0%	1.1
O=C(Cn1cnc2ccccc21)N/N=C/c1ccco1	-0.6%	4.1%	-15.2	0.7%	0.9%	-8.0%	-7.5%	-12.3%	-2.9
C=CCn1c(Cc2cccs2)nnc1SCC(=O)Nc1ccc(OC)cc1	-5.6%	3.7%	-0.1	11.0%	0.0%	-3.5%	-6.3%	i	-2.5
CCOc1ccc(C(=O)Nc2ccc(S(=O)(=O)N(Cc3ccccc3)c3ccccc3)cc2)cc1	·	-10.9%	·	5.8%	?	·	·	-33.0%[inhibitor]	-8.6
O=C(Nc1ccc(F)cc1)Nc1cccnc1	-4.7%	4.3%	-1.4	-6.2%	1.3%	-9.7%	-3.7%	i	0.1
COc1ccc2oc(C(=O)OCC(=O)Nc3ccc(NC(C)=O)cc3)c(C)c2c1	-9.1%	-1.9%	-0.9	-9.8%	3.2%	0.0%	-0.7%	-18.3%	-10.5
CCOC(=O)c1sc(NC(=O)CSc2nncn2C)nc1C	1.4%	-10.0%	10.2	-11.8%	18.6%	4.9%	-11.5%	i	-4.1
O=C(CSc1ncc(-c2ccc(F)cc2)n1Cc1ccco1)Nc1nccs1	-4.4%	-25.7%	5.6	6.1%	-35.7%	2.2%	?	-15.1%	15.7

Of the compounds above, two have an NH in an aromatic ring.
molecule	GLP1R ag	GLP1R cytotox	DRD3 antagonist	TDP43 rescue	GLP1R inv ag	aSyn rescue	KB-V1 MDR tox	PTHR1 ag	DRD3 agonist
O=C(Nc1ccc2c(c1)CCC2)c1cc(=O)[nH]c2ccccc12	13.8%	-3.4%	-7.7	4.4%	11.7%	-4.5%	2.4%	-6.4%	1.4
CC(C)C[C@H](NC(=O)c1nc[nH]c1C(=O)NCCCCCNC(=O)OC(C)(C)C)C(=O)OCc1ccccc1	-0.7%	5.0%	71.6	5.8%	19.9%	-4.5%	?	-5.8%	28.7

More compounds:
molecule	GLP1R ag	GLP1R cytotox	DRD3 antagonist	TDP43 rescue	GLP1R inv ag	aSyn rescue	KB-V1 MDR tox	PTHR1 ag	DRD3 agonist
CC(C)(C)N(Cc1ccccc1)C(=O)COC(=O)C1CC(=O)N(Cc2ccccc2)C1 (stereo unspecified)	14.5%	-11.1%	-16.3	-3.9%	?	2.0%	-6.0%	i	-5.3
CC1Cc2ccccc2N1C(=O)c1nn(C)cc1Br (stereo unspecified)	13.7%	-11.5%	-24.3	-6.5%	-13.7%	-0.5%	0.0%	-36.0%[inhibitor]	-14.1
COc1cccc(-c2cc(C(=O)Nc3cc(OC)c(OC)c(OC)c3)no2)c1	-10.5%	?	18.1	8.2%	0.0%	-19.5%	3.66µM*	-1.5%[57.5 µM]	7.2
Brc1ccc(-c2nnc3sc(CNC4CCCC4)cn23)cc1	-8.2%	3.3%	12.3	6.5%	7.3%	-3.8%	5.2%	i	0.2
Cc1ccc(NC(=O)C2C3C=CC4(O3)C2C(=O)N(CCCN2CCCC2)C4C(=O)NC2CCCCC2)cc1Cl (stereo unspecified)	11.5%	-7.0%	-5.5	3.1%	-34.8%	4.0%	?	i	-12.3
Nc1sc(Cc2ccccc2)cc1C(=O)NC1CCCCC1	·	1.0%	-16.6	?	-14.6%	10.0%	?	-38.0%[inhibitor]	2.2
CC(C)(C)c1cc(NC(=O)c2cccc(S(=O)(=O)N3CCOCC3)c2)no1	-12.8%	-2.1%	-9.0	-2.1%	?	-2.0%	-10.5%	-29.1%	-1.5
CCc1ccccc1N1CC(c2nc3ccccc3n2CC(C)C)CC1=O (stereo unspecified)	·	0.3%	·	4.5%	?	·	-4.9%	i	-9.1
CCCN1C(=O)c2ccccc2NC1c1ccc(Cl)c(Cl)c1 (stereo unspecified)	2.8%	-12.3%	-1.3	0.0%	11.2µM*	2.9%	-4.6%	-1.7%	-1.4
O=C(CNC(=O)c1ccc(Br)cc1)N/N=C/c1ccc[nH]1	-13.0%	-23.5%	-0.3	-11.1%	-29.9%	-9.5%	2.0%	i	4.6
NC(=O)c1ccc[n+](Cc2cccc3ccccc23)c1	-1.0%	-1.4%	0.0	11.6%	-9.8%	-11.8%	17.7%	i	1.8
CC(C)Cn1c(=O)c2ccccc2n2c(CCC(=O)N3CCN(c4cccc(Cl)c4)CC3)nnc12	·	-1.5%	·	?	-12.2%	·	·	-35.2%	-8.0
O=C(CSc1nnc(NC2CC2)s1)NN1C(=O)NC2(CCCCC2)C1=O	0.1%	-17.9%	7.5	14.1%	0.3%	3.4%	?	-4.7%	0.5
CC1Sc2n(c3ccccc3[n+]2C)N=C1c1ccccc1 (stereo unspecified)	-4.6%	-13.3%	-27.0	4.7%	12.3%	2.1%	-4.1%	i	-4.4
Cc1ccc(F)cc1NC(=O)CSc1ncccn1	-1.6%	0.2%	1.4	-5.1%	15.7%	1.4%	-2.0%	i	-2.9
Cc1cc(C)c(C(=O)/C=C/C=C/c2ccccc2)c(=O)[nH]1	-0.4%	-15.3%	-13.5	23.3%	-12.5%	1.9%	-6.6%	-24.7%	3.3
CN1CC2(C)CN(C(c3ccccc3)c3ccccc3)CC(C)(C1)C2O (stereo unspecified)	-21.9%	-11.6%	-7.0	1.2%	-5.3%	-13.4%	-17.9%	5.5%[57.5 µM]	8.3
COc1cc(-c2noc(C)c2C#CC2(N)CCCCC2)cc(OC)c1OC	5.9%	?	4.0	16.2%	2.8%	-4.8%	20.6µM*!	i	-10.9
Cc1ccc(Cn2ccnc2SCC(=O)NC2CCCC2)cc1	1.0%	-3.5%&-5.7%	0.6	22.6%&0.0%	?	-0.6%	?	-27.7%	2.3&5.4
CCOC(=O)c1ccc(-c2ccc(C=O)o2)cc1	14.0%	19.1%	0.0	11.2µM*	-1.1%	-35.6%[inhibitor]	4.5%	-61.6%[inhibitor]	-6.7
Cc1onc(C(=O)Nc2cccnc2Cl)c1[N+](=O)[O-]	-0.5%	-5.8%	13.7	-11.0%[0.397 µM]	7.4%	-1.3%	9.1%	-12.4%	-2.6
Cn1c(CNC(=O)CSc2nc(-c3cccc(Cl)c3)nc3cc(=O)[nH]n23)nc2ccccc21	·	-6.3%	·	1.3%	14.8%	·	0.0%	18.8%	19.1
